Screens from PubChem BioAssay.
FEN1 inhibitor = inhibitors of human flap endonuclease 1 | P39748 | Recombinant FEN1 flap cleavage, fluorescence, 15 min | Potency, µM (highest dose often 114 µM), for inactives: top-dose activity change, negative = inhibition, most hits filed as inhibitors | hit rate 0.35% among 390,000; note: nearly all actives have a fitted effect of over 65% in size
Target sequence (P39748 whole entry, looked up): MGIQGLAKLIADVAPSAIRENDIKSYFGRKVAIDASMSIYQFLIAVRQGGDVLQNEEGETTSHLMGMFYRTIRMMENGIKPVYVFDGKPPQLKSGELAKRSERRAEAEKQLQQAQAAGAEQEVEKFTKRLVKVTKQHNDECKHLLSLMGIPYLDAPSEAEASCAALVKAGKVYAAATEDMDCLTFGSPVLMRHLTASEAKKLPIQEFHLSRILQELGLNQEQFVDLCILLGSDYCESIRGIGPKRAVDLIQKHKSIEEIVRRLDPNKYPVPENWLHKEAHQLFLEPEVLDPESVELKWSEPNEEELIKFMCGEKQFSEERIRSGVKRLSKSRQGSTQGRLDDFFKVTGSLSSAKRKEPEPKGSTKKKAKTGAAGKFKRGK
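FEN1 at 10 nM preincubated with compounds 15 min at room temperature, then flap DNA substrate added at 50 nM final. Signal read at 0 and 15 min; concentration-response fitted with four-parameter Hill equation.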
N370S GC = inhibits or activates N370S mutant glucocerebrosidase | AID 2101 | N370S GC spleen homogenate, 4MU-glucoside fluorescence | P04062 | hit rate 0.092% among 330,000 | Potency, µM (doses to about 59.4 µM), for the others: at the top dose activity change, negative = inhibition, usual class: inhibitors;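 note: 0% = full enzyme activity and -100% = no enzyme basal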
TDP1 cell CPT = DT40-hTDP1 cell growth loss with CPT; chicken DT40 Tdp1-/-;hTDP1 cells + 20 nM CPT, ATP luminescence, 48 h; AID 686979; Potency, µM (doses to about 46.2 µM), for the others: at the top dose activity change, negative = growth inhibition, hits mostly inhibitors; hit rate 12% among 420,000; note: nearly all actives have a fitted effect of over 55% in size
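Cell growth measured by CellTiter-Glo luminescence after a minimum 48 h, 37 C compound exposure with 20 nM CPT in Tdp1-knockout DT40 cells stably expressing hTDP1, seeded 400/well; qHTS titration format.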
Numbers without * were called inactive; ? = inconclusive; . = not tested or not shown; [ ] = remark or other dose. Calls come from the whole dose curve; as a rule, active = well fitted curve in the direction sought with a large enough effect; inconclusive = small, poorly fitted or top-dose-only effect, or another doubt; inactive = no such curve, though single readings can be large; an effect the other way counts as inactive or inconclusive. Unless noted, % is set by controls: 0 for no effect and ±100 for the full control effect; potency is the fitted concentration of half-maximal effect.

| SMILES | FEN1 inhibitor | TDP1 cell CPT | N370S GC |
| --- | --- | --- | --- |
| CCCC(=O)C1=C(O)C(c2cccc(Oc3ccccc3)c2)CCC1=O (configuration not stated) | 2% | ? | 26% |
| COc1ccccc1CCNC(=O)c1ccc(NC(=O)CC2SC(N3CCCCC3)=NC2=O)cc1 (configuration not stated) | 8% | -18% | . |
| O=C(/C=C/c1ccccc1Cl)NCc1ccccc1 | 1% | ? | 16% |
| COc1ccc(C2=NS(=O)(=O)N(C)C(C(=O)N3CCCCC3C)=C2)cc1 (configuration not stated) | -11% | ? | -24% |
| COc1ccc(NC(=O)c2ccccc2NC(=O)c2cccs2)cc1 | 9% | 0% | -3% |
| Cn1cnnc1SCc1ccccc1 | -3% | 3% | -5% |
| COC(=O)c1ccccc1NC(=O)COC(=O)CO/N=C(\C)c1ccc2c(c1)OCO2 | 6% | -10% | -1% |
| N#C/C(=N\Nc1cc(Cl)cc(Cl)c1)c1nnc2n1CCCCC2 | -3% | ? | 3% |
| O=C(c1cc(-c2ccc(Cl)c(Cl)c2)on1)N1CCOCC1 | 0% | 13% | 0% |
| O=c1ccc(-c2ccccc2)nn1Cc1ccccc1 | 17% | ? | . |
| CCCCNC(=O)N(O)C1N(/N=C/c2ccco2)C(=S)SC1(C)C (configuration not stated) | -1% | -6% | . |
| O=C(NCc1ccc(F)cc1)c1cccc2c1C(=O)c1ccc(N3CCOCC3)cc1S2(=O)=O | 1% | 23µM* | . |
| COCCCNC(=O)CC1C[C@H](C(=O)N(C(C)C)C(C)C)[C@@]2(C)c3[nH]c4ccccc4c3CCN2C1=O (some centres not stated) | -6% | -38% | . |
| COc1ccc(C(=O)OCC(=O)c2ccc(Br)s2)c(OC)c1 | -6% | -21% | -5% |
| COc1ccc(/C=C/C(=O)NC(=S)NN2CCCCC2c2cccnc2)cc1 (configuration not stated) | -5% | -1% | 10% |
| N#Cc1ccc(CSc2nc(N)cc(N)n2)cc1 | -1% | -7% | -19% |
| Cc1cc(N2CCN(c3cccc(C(F)(F)F)c3)CC2)n2ncnc2n1 | 5% | ? | 3% |
| CC(C)C(NC(=O)c1c(F)cccc1F)C(=O)N1CCN(c2ncccn2)CC1 (configuration not stated) | -2% | -2% | . |
| C/C(=N\NC(=O)C(c1ccncc1)N1CCOCC1)c1ccc(Br)cc1 (configuration not stated) | 4% | -3% | -2% |
| Cc1cc(C(=O)NNCc2ccccc2)no1 | -9% | 8% | -4% |
| CC1(c2ccccc2)NC(=O)N(CC(=O)NC(=O)NCc2ccco2)C1=O (configuration not stated) | 8% | -9% | 3% |
| CSc1ncc(CN2CCc3c([nH]c4ccccc34)C2C(C)(C)C)cn1 (configuration not stated) | -9% | ? | ? |
| COc1ccc(N(C(C)C(=O)NCCSCc2cccc(Cl)c2)S(C)(=O)=O)cc1 (configuration not stated) | 8% | ? | -8% |
| CCc1ccc(N2CCN(S(=O)(=O)CC34CCC(CC3=O)C4(C)C)CC2)cc1 (configuration not stated) | -9% | -53% | -11% |
| Cn1c(=O)c2c(SCc3ccccc3)nc(C3CC3)nc2n(C)c1=O | -9% | -21% | 13% |
| O=C(COC(=O)c1nc(Cl)ccc1Cl)NC1CCCCCC1 | -4% | ? | 16% |
| Cc1ccc(N(CC(=O)N/N=C/c2cccs2)S(C)(=O)=O)cc1 | 8% | -4% | 14% |
| O=C(Cn1c(-c2cccs2)cc2ccccc21)N1CCN(c2ccc(Cl)cc2)CC1 | -1% | -21% | . |
| COc1ccc(/C=C(\NC(=O)c2ccccc2)C(=O)NCc2cccnc2)cc1 | 3% | -16% | -12% |
| O=C(NC1CCCCC1)C(c1ccc2ncccc2c1)N(Cc1cccs1)C(=O)c1cccs1 (configuration not stated) | -19% | ? | 6% |

Structural class, those above containing fluorine.
| SMILES | FEN1 inhibitor | TDP1 cell CPT | N370S GC |
| --- | --- | --- | --- |
| O=C(NCc1ccc(F)cc1)c1cccc2c1C(=O)c1ccc(N3CCOCC3)cc1S2(=O)=O | 1% | 23µM* | . |
| Cc1cc(N2CCN(c3cccc(C(F)(F)F)c3)CC2)n2ncnc2n1 | 5% | ? | 3% |
| CC(C)C(NC(=O)c1c(F)cccc1F)C(=O)N1CCN(c2ncccn2)CC1 (configuration not stated) | -2% | -2% | . |

(more compounds)
| SMILES | FEN1 inhibitor | TDP1 cell CPT | N370S GC |
| --- | --- | --- | --- |
| O=C(CCCCCN1C(=O)c2cccc3cccc(c23)C1=O)NCCCO | -12% | 26% | ? |
| CC(OC(=O)c1ccc2noc(-c3ccccc3)c2c1)C(N)=O (configuration not stated) | -16% | ? | -4% |
| COC(=O)Nc1sc2c(c1C(=O)NCc1ccco1)CCC2 | -15% | -13% | -1% |
| CCOC(=O)Cc1csc(NC(=O)c2cc(OC)cc(OC)c2)n1 | -1% | -30% | -6% |
| O=C(CNS(=O)(=O)c1ccccc1)OCC(=O)c1c[nH]c2ccccc12 | -15% | -20% | . |
| CCOC(=O)N1CCN(C(=O)C2CCN(S(=O)(=O)c3ccc(F)cc3)CC2)CC1 | 2% | -17% | -5% |
| COc1cc(NC(=O)COCc2cc(-c3ccc4c(c3)OCO4)on2)cc(OC)c1 | 14% | ? | . |
| O=C1CC(O)(C(F)F)Oc2ccc3ccccc3c21 (configuration not stated) | 0% | -22% | 5% |
| CCc1ccccc1Nc1nn2c(=O)c3ccc(C(=O)NCc4ccccc4OC)cc3nc2s1 | -9% | 12µM* | . |
| COc1ccc(-c2csc(NC(C)c3nc4cc(Cl)c(Cl)cc4n3CCCO)n2)cc1 (configuration not stated) | -1% | ? | . |
| O=C(CSc1nncn1-c1ccccc1)Nc1ccc(N2CCOCC2)cc1 | 0% | 23µM* | 1% |
| Cc1ccc(COCCN2CCN(S(=O)(=O)c3ccc(C)cc3)CCC2=O)cc1 | -13% | ? | 23% |
| CN(C)CCCNC(=O)C1(O)c2cc(Br)ccc2NC(=O)N1c1c(F)cccc1F (configuration not stated) | 19% | 3% | -4% |
| COc1ccc2c(c1O)-c1ccccc1CCN(C)C2 | -8% | -93% | 22% |
| O=C(NCC1CCCO1)c1ccc(Cl)c(S(=O)(=O)N2CCCCC2)c1 (configuration not stated) | -3% | -19% | -3% |
| O=C(NCc1ccccc1)C1=C[C@H](c2coc3ccccc3c2=O)C[C@H](OCc2ccc(CO)cc2)O1 | -1% | ? | ? |
| COc1ccc(C(C(=O)NC2CCCCC2)N(Cc2cccs2)C(=O)Cc2c[nH]c3ccccc23)cc1 (configuration not stated) | 7% | 4.6µM* | 5% |
| COc1cccc(N2CC(NC(=O)C3CCCCC3)CC2=O)c1 (configuration not stated) | -4% | -29% | . |
| CC(=O)OCc1c(COC(C)=O)[n+](=O)c2ccccc2n1[O-] | 10% | -39% | -10% |
| O=C1c2ccccc2[C@@H]2C[C@H](NC34CC5CC(CC(C5)C3)C4)[C@@H](O)CCN12 | 2% | ? | . |
| CC(=O)Nc1ccc(C(=O)OCC(=O)c2ccc(C)c([N+](=O)[O-])c2)cc1 | -7% | 4% | 3% |
| CCOc1cc(C(=S)N2CCOCC2)ccc1O | -9% | ? | 4% |
| CN(CCC#N)C(=O)Cn1nc(Cc2ccncc2)c2ccccc2c1=O | 0% | -1% | -5% |
| CCOC(=O)c1c(NC(=O)CSc2cn(CC)c3ccccc23)sc2c1CCC2 | -3% | ? | ? |
| O=C(NCc1cccnc1)c1ccccc1CCc1ccccc1 | 16% | ? | -20% |
| O=C(CNCc1ccccn1)Nc1cc(S(=O)(=O)N2CCCCC2)ccc1Cl | 0% | -25% | 18% |
| Cc1csc(NC(=O)CS(=O)(=O)c2ccccc2)n1 | -2% | 4% | 4% |
| CC(C)Cc1nnc(NC(=O)CCC(=O)N2CCN(Cc3ccc(F)cc3)CC2)s1 | -7% | ? | -13% |
| COc1nc(/C=C/N(C)C)c([N+](=O)[O-])c(OC)n1 | -8% | -8% | -5% |
| Cc1c(C(=O)NCc2ccc(N(C)C)cc2)oc2c1-c1nn(Cc3cccc(Cl)c3)cc1CC2 | 7% | ? | . |

Arranged by SMILES length (high to low): part of the list above
| SMILES | FEN1 inhibitor | TDP1 cell CPT | N370S GC |
| --- | --- | --- | --- |
| COc1ccc(/C=C(\NC(=O)c2ccccc2)C(=O)NCc2cccnc2)cc1 | 3% | -16% | -12% |
| O=C(NCC1CCCO1)c1ccc(Cl)c(S(=O)(=O)N2CCCCC2)c1 (configuration not stated) | -3% | -19% | -3% |
| CC(=O)OCc1c(COC(C)=O)[n+](=O)c2ccccc2n1[O-] | 10% | -39% | -10% |
| CN(CCC#N)C(=O)Cn1nc(Cc2ccncc2)c2ccccc2c1=O | 0% | -1% | -5% |

The list goes on.
| SMILES | FEN1 inhibitor | TDP1 cell CPT | N370S GC |
| --- | --- | --- | --- |
| O=C(Cn1nc(C(F)F)cc1C(F)F)NNC(=S)Nc1ccc([N+](=O)[O-])cc1 | -7% | 18% | -8% |
| COCCCN1C(=O)c2[nH]nc(-c3ccccc3O)c2C1c1ccc(Cl)cc1 (configuration not stated) | -21% | 23µM* | -9% |
| CCOCCCNC(=O)C(c1ccc(Cl)cc1)N1CCN(c2ccccc2)CC1 (configuration not stated) | 0% | -25% | 9% |
| CCCn1c(SC(C(=O)Nc2cccc(OC)c2)c2ccccc2)nc2ccccc2c1=O (configuration not stated) | -4% | 1% | -11% |
| O=C(NCc1ccncc1)C1CCCN1S(=O)(=O)c1ccc(Cl)cc1 (configuration not stated) | -11% | -29% | -2% |
| C#CCSc1nnnn1-c1ccc(OCC)cc1 | 0% | 33%[activator] | -3% |
| CCC(=O)c1ccc(NC(C)=O)cc1O | 18% | -15% | 0% |
| CSc1nnc(NC(=O)c2ccc(S(=O)(=O)N(C)C)cc2)s1 | -4% | 2% | -18% |
| O=C(CSc1nc2ccccc2[nH]1)Nc1cccc(S(=O)(=O)N2CCOCC2)c1 | 5% | ? | 0% |
| COC(=O)c1ccc(COC(=O)CNC(=O)c2cccs2)cc1 | 19% | -9% | -2% |
| CCC(Sc1nncn2c1cc1oc(C)cc12)C(=O)Nc1ccc(F)cc1 (configuration not stated) | -25% | ? | . |
| C[C@]12C(=O)N(c3ccc(C(F)(F)F)cc3)C(=O)N1[C@H]1c3ccccc3OC[C@@H]1[C@H]2c1ccccc1 | -12% | ? | . |
| COc1cc(OC)cc(N(C(=O)CNC(=O)c2cccs2)C(C(=O)NCC2CCCO2)c2ccc(OC)c(OC)c2)c1 (configuration not stated) | -12% | 11% | -19% |
| S=c1[nH]nc(COc2ccccc2)n1/N=C/c1ccco1 | 2% | -1% | -1% |
| CC(c1nccs1)N(C)C(=O)CCc1nnc(-c2ccc(-c3ccccc3)cc2)o1 (configuration not stated) | 16% | 15µM* | 16% |
| CCCCC(=O)Nc1ccc(C(=O)NNC(=O)c2ccccc2Br)cc1 | -3% | -23% | -4% |
| Cc1ccc(S(=O)(=O)N[C@@H](C)C(=O)OCC(=O)N2c3ccccc3NC(=O)C2(C)C)cc1 | -4% | 11% | . |
| CC12c3ccccc3C(c3ccccc31)C1C(=O)N(Cc3cccnc3)C(=O)C12 (configuration not stated) | 3% | ? | 24% |
| COc1cc(NC(=O)CN2CCN(CC(=O)Nc3ccc(F)cc3)CC2)cc(OC)c1 | -11% | -27% | . |
| CC(=O)c1ccc(C(=O)N2CCCC(CCC(=O)N(C)CCc3ccccn3)C2)s1 (configuration not stated) | -5% | -10% | -6% |
| COc1ccc(OC)c(NC(=O)c2ccc3c(=O)n(CCc4ccccc4)c(=S)[nH]c3c2)c1 | -12% | ? | 6% |
| COc1ccccc1CNC(=O)C1CC(c2ccc([N+](=O)[O-])cc2)=NO1 (configuration not stated) | -8% | ? | 3% |
| CC(=O)n1nc(-c2cccnc2)nc1NCc1ccc(F)cc1 | 0% | -27% | . |
| O=S(=O)(NCc1cc(-c2ccc(Cl)cc2)no1)c1ccc(Cl)cc1 | -3% | ? | -2% |
| COc1ccc(Cl)cc1NC(=O)CN(C)C(=O)c1sccc1-c1ccccc1 | 3% | ? | . |
| CN(CC(=O)O/N=C(\N)c1ccc([N+](=O)[O-])cc1)S(=O)(=O)c1ccc2ccccc2c1 | -16% | -6% | 19% |
| CCOC(=O)Cn1c(=O)c2c(nc3n2CCCN3Cc2ccccc2)n(C)c1=O | 10% | 4% | -11% |
| Cc1cc(C)c(C)c(S(=O)(=O)N[C@@H](C)C(=O)OCC(=O)NC2CCCC(C)C2C)c1C (some centres not stated) | -19% | -19% | . |
| Cc1ccc(-c2nnc(SCC(=O)NCc3ccccc3)nc2-c2ccc(C)cc2)cc1 | -15% | ? | . |
| Cc1nnc(-c2ccc(N3CCOCC3)c([N+](=O)[O-])c2)o1 | -8% | -26% | . |
| Cn1c(=O)c2c(ncn2CC(=O)Nc2nccs2)n(C)c1=O | 7% | 2% | -5% |
| C[N+](C)(C)CC(=O)N/N=C/c1c2ccccc2cc2ccccc12 | 50µM* | 2% | -9% |
| S=C(Nc1cccc(Cl)c1)Nc1cccc2cnccc12 | ? | 16µM* | ? |
| O=C(COc1cccc(Cl)c1)NNC(=S)Nc1ccccc1 | -4% | -17% | 12% |
| Cc1ccc2nc(-c3cccc(Br)c3)cc(C(=O)Nn3cnnc3)c2c1 | -9% | 4% | -2% |

An excerpt. The share of hits here may be higher or lower than overall.
